High-throughput results as filed in PubChem.
HEK293 cAMP ctrl: qHTS Assay for Agonists of the Thyroid Stimulating Hormone Receptor: Activators of Intracellular cAMP Concentrations in Parental HEK 293 | AID 938, 2007 | Potency, µM (top dose mostly 57.1 µM), inactives show top-dose activation, hits mostly activators | parental HEK293 CNG cAMP sensor, membrane potential fluorescence | 2.5% of 73,000 active; note: potency is the fitted concentration of half-maximal effect; % of control where 0% means no effect; nearly all actives have a fitted effect of over 55% in size
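Parental HEK 293 cells stably expressing a cAMP-gated CNG channel were loaded with membrane potential dye containing 100 uM RO 20-1724 for 60 min. Compound added for 30 min; depolarization read as fluorescence intensity at 590 nm.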
Fluorescein autfl: qHTS Assay for Spectroscopic Profiling in Fluorescein Spectral Region; max fluorescein-equivalent concentration, M; Compound autofluorescence, 480/540 nm, fluorescein-equivalent; hits give high values; 0.91% of 59,000 active; AID 593, 2007; in the data active = max fluorescein-equivalent concentration above about 10 nM; inconclusive = between about 1.1 nM and that limit
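Autofluorescence profiling; 100 mM Tris, pH 8.0; incubation 15 min at RT; ex/em 480/540 nm; result as fluorescein-equivalent concentration.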
Caspase-1 inhib: qHTS Assay for Allosteric/Competitive Inhibitors of Caspase-1 | P29466 | Caspase-1 enzyme, Ac-WEHD-AFC fluorogenic rate | Potency, µM (doses to about 57.5 µM), for inactives: at the top dose activity change, negative = inhibition, hits mostly inhibitors | 0.03% of 75,000 active;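 note: potency is the fitted concentration of half-maximal effect; plate controls were vehicle for no effect and no substrate for full effect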
Target sequence (P29466 120-297 limits assumed): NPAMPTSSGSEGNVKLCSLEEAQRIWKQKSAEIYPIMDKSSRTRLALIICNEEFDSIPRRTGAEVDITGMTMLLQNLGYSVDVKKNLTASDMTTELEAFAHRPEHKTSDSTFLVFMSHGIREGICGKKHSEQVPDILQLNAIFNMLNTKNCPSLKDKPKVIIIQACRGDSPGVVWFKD
Target sequence (P29466 317-404 limits assumed): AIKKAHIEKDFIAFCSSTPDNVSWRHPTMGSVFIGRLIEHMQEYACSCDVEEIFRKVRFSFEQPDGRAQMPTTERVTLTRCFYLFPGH
Tau fil binding: qHTS Assay for Tau Filament Binding | Potency, µM (titrated, usually from 57.1 µM), for the others: at the top dose activity change, negative = inhibition | recombinant tau filaments, thioflavin S fluorescence, 15 h; filaments grown with octadecylsulfate alongside compound | 2% of 71,000 active | Microtubule-associated protein tau (Homo sapiens), P10636;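 note: potency is the fitted concentration of half-maximal effect; % is set by controls: 0 for no effect and ±100 for the full control effect; actives lower thioflavin S fluorescence by blocking filaments or displacing dye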
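ThS-based fibril read: tau 1 uM final, inducer ODS 30 uM final, 37 C for 15 h, ex 450/em 510 nm.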
4-MU autofl: qHTS Assay for Spectroscopic Profiling in 4-MU Spectral Region; compound autofluorescence, 340/450 nm, 4-MU equivalents; hits give high values; 11% of 59,000 active; max dye-equivalent concentration, M; in the data active = max dye-equivalent concentration above about 10 nM; inconclusive = mostly about 1.1 nM to 9.6 nM
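Compounds in 100 mM Tris, pH 8.0, sat 15 min at room temperature before fluorescence was read at 340 nm excitation/450 nm emission; a per-plate six-point 4-MU standard curve converted signals to dye-equivalent concentration at each compound concentration.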
TexasRed autofl: qHTS Assay for Spectroscopic Profiling in Texas Red Spectral Region; Compound fluorescence, Texas Red channel, 547/618 nm; hits give high values; max dye-equivalent concentration, M; 0.06% of 59,000 active; in the data active = max dye-equivalent concentration above about 10 nM; inconclusive = between about 1.1 nM and that limit
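Fluorescence at ex 547/em 618 nm, normalized against an on-plate Texas Red standard series to give dye-equivalent concentration per compound concentration. Buffer 100 mM Tris, pH 8.0; 15 min RT incubation before CCD imaging.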
FLuc inh: qHTS Assay for Inhibitors of Firefly Luciferase; Luciferin 4-monooxygenase (Photinus pyralis), P08659; purified firefly luciferase, luminescence, 8 min; Potency, µM (series often up to 57.1 µM), without a hit: at the top dose activity change, negative = inhibition, most hits filed as inhibitors; 2.2% of 72,000 active; AID 411, 2009; note: potency is the fitted concentration of half-maximal effect; % is set by controls: 0 for no effect and ±100 for the full control effect; nearly all actives have a fitted effect of over 40% in size
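qHTS concentration-response profiling: light output of P. pyralis luciferase with luciferin and 10 uM ATP, imidazole buffer pH 7.2. Read by luminescence after 8-min room-temperature incubation.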
A350 autofl: qHTS Assay for Spectroscopic Profiling in A350 Spectral Region; AID 590, 2007; 11% of 59,000 active; Compound autofluorescence, 340/450 nm, Alexa 350 dye-equivalents; hits give high values; max dye-equivalent concentration, M; in the data active = max dye-equivalent concentration above about 10 nM; inconclusive = mostly about 1.1 nM to 9.6 nM
Casp7 inh: qHTS Assay for Allosteric/Competitive Inhibitors of Caspase-7; 0.02% of 75,000 active; AID 889, 2007; recombinant caspase-7, Ac-DEVD-AFC fluorescence rate; P55210; Potency, µM (series often up to 57.5 µM), for inactives: at the top dose activity change, negative = inhibition, actives largely listed as inhibitors; active = well fitted inhibition curve with a large enough effect in the main read-out, with a control signal flat, not every such curve was filed as active; inconclusive = small, poorly fitted or top-dose-only effect, or a change in a side signal; note: potency is the fitted concentration of half-maximal effect; % of control where 0% means no effect
Target sequence (P55210 24-198 limits assumed): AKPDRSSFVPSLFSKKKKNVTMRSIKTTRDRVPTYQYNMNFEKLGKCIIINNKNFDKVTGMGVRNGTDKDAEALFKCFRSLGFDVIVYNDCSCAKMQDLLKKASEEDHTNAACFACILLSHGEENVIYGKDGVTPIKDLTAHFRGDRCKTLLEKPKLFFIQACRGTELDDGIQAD
Target sequence (P55210 207-303 limits assumed): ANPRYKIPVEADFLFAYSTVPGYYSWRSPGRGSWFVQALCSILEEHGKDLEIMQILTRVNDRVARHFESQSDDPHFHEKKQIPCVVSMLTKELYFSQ
Rhodamine autofl: qHTS Assay for Spectroscopic Profiling in Rhodamine Spectral Region; max dye-equivalent concentration, M; 0.05% of 59,000 active; Rhodamine-region fluorescence, 547/598 nm, Tris buffer; hits give high values; AID 594, 2007; in the data active = max dye-equivalent concentration above about 11 nM; inconclusive = between about 1.1 nM and that limit
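qHTS spectral profiling of compounds without any target or enzyme present, in pH 8.0 Tris buffer; plates were read after a 15-minute room-temperature incubation using the rhodamine-region filter set.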
ERK AVP inh: qHTS Assay for Inhibitors of the ERK Signaling Pathway using a Homogeneous Screening Assay; Potency, µM (series often up to 57.5 µM), for the others: top-dose activity, negative = inhibition, most hits filed as inhibitors; 0.99% of 72,000 active; HEK293-V1b, vasopressin-stimulated pERK AlphaScreen; AID 995, 2007; note: potency is the fitted concentration of half-maximal effect; % is set by controls: 0 for no effect and ±100 for the full control effect; nearly all actives have a fitted effect of over 55% in size
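Phosphorylated ERK1/2 detected via AlphaScreen bead proximity in lysates of V1b-expressing HEK293 cells given 25 nM vasopressin for 5 min after 30 min compound exposure (37 °C). AC50 from Hill equation; basal DMSO 0%, vasopressin 100%.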
* marks the source's active call; other numbers are inactive results; i = inactive; ? = inconclusive; / = not tested or not shown; [ ] = remark or other dose. Unless noted, calls come from the whole dose curve; as a rule, active = well fitted curve in the direction sought with a large enough effect; inconclusive = small, poorly fitted or top-dose-only effect, or another doubt; inactive = no such curve, though single readings can be large; an effect the other way counts as inactive or inconclusive. Not all compounds are listed; the hit share may differ from the screen's.

Each structure is followed by: HEK293 cAMP ctrl, Fluorescein autfl, Caspase-1 inhib, Tau fil binding, 4-MU autofl, TexasRed autofl, FLuc inh, A350 autofl, Casp7 inh, Rhodamine autofl, ERK AVP inh
CN1CCN(C(=O)c2ccccc2NC(=O)Cc2ccccc2)CC1
→ 13.6%, /, -2.3%, 15.5%, /, /, 1.3%, /, 1.1%, /, 6.3%
C=CCn1c(SCC(=O)N2CCN(c3ccc(F)cc3)CC2)nnc1-c1ccco1
→ 22.0%, /, -7.3%, 21.0%, /, /, -0.5%, /, 1.5%, /, /
C/C(CCN1CCCCc2nc(C)c(C)cc21)=N\OC[C@@H](O)[C@@H]1O[C@@H]2OC(C)(C)O[C@@H]2[C@H]1O
→ 4.8%[11.4 µM], /, 1.0%[11.5 µM], /, /, /, 1.8%[11.4 µM], /, -2.0%[11.5 µM], /, -8.6%[11.5 µM]
CCOC(=O)C1CCCN(C(=O)Cn2cnc3c2c(=O)n(C)c(=O)n3C)C1 (stereo not given)
→ -0.3%[11.4 µM], /, -2.8%, -3.3%[11.4 µM], /, /, 2.3%, /, 0.8%, /, 7.1%
CCc1cc2c(NCCC(=O)O)nc(C)nc2s1
→ 23.1%, i, -2.6%, -4.3%, 2.53e-08M*, i, -0.8%, 2.39e-08M*, -0.8%, i, -10.9%
O=C(NCc1ccc(N2CCCC2=O)cc1)NC1CCCCC1
→ 2.2%, i, -2.0%, 14.0%, i, i, -2.4%, i, -0.1%, i, 5.6%
COc1ccc(C(=O)N2CCC[C@@]3(CCN(Cc4ccc(C#N)cc4)C3)C2)cc1
→ ?, i, -6.0%, 11.3%, i, i, 0.5%[11.4 µM], i, -4.5%, i, -13.7%
Cc1c(C#N)c(N=CN(C)C)c(C(=O)c2ccccc2)n1-c1ccccc1
→ ?, /, -3.6%, -13.3%, /, /, -2.2%, /, 0.8%, /, ?
CCOC(=O)N1CCC(Nc2c(NCCCOC)c(=O)c2=O)CC1
→ ?, i, 2.9%, 0.5%, i, ?, -0.3%, i, -0.4%, i, 24.2%
Cc1nc2cnc(N3CCN(C)CC3)nc2n(CCc2ccccc2)c1=O
→ ?, i, -9.4%, -6.0%, ?, i, 1.3%[11.4 µM], ?, -14.6%, i, -25.9%
Cc1cc(C)n(-c2ccc(C(=O)Nc3nnc(C4CC4)s3)cc2)n1
→ -6.1%, i, 0.6%, 0.8%, i, i, 1.4%, i, -0.6%, i, -29.1%
CCOC(=O)c1cc2c(ccn2C)n1CC(=O)N1CCC(Cc2ccccc2)CC1
→ 20.8%, ?, -10.2%, 8.5%, i, i, 0.4%, ?, -0.5%, i, -15.8%
O=S(=O)(NCc1cccnc1)c1cccs1
→ 0.9%, ?, 1.1%, 6.7%, i, i, 1.1%, i, 6.5%, i, 7.5%
CCCN(CCC)CCCNS(=O)(=O)c1ccc2c(c1)oc(=O)n2C
→ ?, i, -0.7%, -0.3%, i, i, -0.9%, i, -0.9%, i, 18.4%
CN[C@]1(C)[C@@H]2CC[C@@H](C2)C1(C)C
→ -7.0%, i, 4.8%, 0.6%, i, i, 0.2%, i, -1.3%, i, 22.1%

An excerpt from above, showing only ERK AVP inh:
structure | ERK AVP inh
CCOC(=O)C1CCCN(C(=O)Cn2cnc3c2c(=O)n(C)c(=O)n3C)C1 (stereo not given) | 7.1%
CCc1cc2c(NCCC(=O)O)nc(C)nc2s1 | -10.9%

Later entries
Each structure is followed by: HEK293 cAMP ctrl, Fluorescein autfl, Caspase-1 inhib, Tau fil binding, 4-MU autofl, TexasRed autofl, FLuc inh, A350 autofl, Casp7 inh, Rhodamine autofl, ERK AVP inh
Cc1noc(C)c1-c1nccc(N(C)C)n1
→ 10.4%, i, 0.4%, 8.1%, i, i, 1.0%[2.29 µM], i, -4.0%, i, -3.0%
C=CCn1c(=N)n(CC(O)COc2ccc(OC)cc2)c2ccccc21 (stereo not given)
→ 14.5%, /, 2.0%, 15.9%, /, /, -2.0%, /, -0.5%, /, -1.0%
CCOCCCn1c(SCC(=O)NC(C)(C)C)nc2ccccc2c1=O
→ 29.2%, ?, 0.5%, -2.2%, i, i, -4.2%, i, 0.5%, i, 16.5%
CCC(=C(CC)c1ccc(O)cc1)c1ccc(O)cc1
→ 16.0%[25.6 µM], ?, -2.7%[25.7 µM], 4.7%[25.6 µM], 1.99e-08M*, i, 0.8%[25.5 µM], 1.75e-08M*, -1.2%[25.7 µM], i, 23.4%[25.7 µM]
CCC(C)Sc1nnc(Cc2cc(=O)[nH]c(=O)[nH]2)n1-c1ccc(F)cc1 (stereo not given)
→ 9.5%, /, 2.2%, -23.3%, /, /, 0.4%, /, 1.1%, /, -10.2%
CC(C)Cn1c(N)c(C(=O)COC(=O)c2cc(-c3ccco3)nc3ccccc23)c(=O)n(C)c1=O
→ 4.7%, ?, -12.7%, 12.6µM*, ?, ?, -7.6%, 1.23e-08M*, -20.5%, i, -12.7%
CC(=O)N1CCC2(CC1)CCN(c1ccc(-c3ccccc3)cc1)CC2
→ -6.8%, i, ?, 12.6µM*, i, i, -3.2%[11.4 µM], i, -5.3%, i, ?
Cc1ccc2cc(CN(CC3CCCO3)S(=O)(=O)c3ccc4c(c3)OCCO4)c(=O)[nH]c2c1C (stereo not given)
→ -10.0%, i, -0.3%, 7.9%, i, ?, 0.3%, i, -0.4%, i, 2.9%
O=C(C1CCCO1)N1CCN(Cc2nc3ccccc3c(=O)[nH]2)CC1 (stereo not given)
→ 9.7%, i, 1.4%, -3.0%, i, i, 0.0%, i, -0.2%, i, 2.9%
N#Cc1c(NC(=O)CN2CCN(C(=O)c3ccco3)CC2)sc2c1CCCCC2
→ 5.2%, ?, 0.3%, -12.5%, i, i, -1.9%, i, -2.9%, i, 10.6%
CCOC(=O)c1ccc(NC2OC(=O)c3ccccc32)cc1 (stereo not given)
→ 1.0%, i, 2.2%, -13.7%, i, i, -1.2%, i, -3.5%, i, -9.4%
OCC12COC(c3ccccc3)N1C(c1ccccc1)OC2 (stereo not given)
→ 7.8%, i, -0.2%, -4.0%, i, i, 1.4%, i, 1.8%, i, -11.0%
CCC(Sc1nc2n[nH]c(C)c2c(=N)n1-c1ccc(C)c(Cl)c1)C(=O)N1CCOCC1 (stereo not given)
→ 17.6%, i, -2.5%, 17.5%, i, i, 3.1%, i, -1.2%, i, 11.9%
CCOC(=O)CSc1nc2c(sc(=S)n2Cc2ccco2)c(=O)n1-c1ccc(F)cc1
→ ?, i, -1.3%, 34.0%, i, i, 2.2%, i, -2.7%, i, ?
COc1ccc(Cn2nnnc2CN(Cc2cc3cc(C)ccc3[nH]c2=O)C2CCCC2)cc1
→ 25.1µM*, i, -1.6%, -2.2%, i, i, 0.4%, i, -18.4%, i, -14.8%
N#Cc1nc(-c2ccco2)oc1N1CCN(c2cccc(Cl)c2)CC1
→ 20µM*, i, -1.7%, 28.0%, i, i, 5.3%, i, -1.5%, i, ?
Clc1ccc(N2CCN(c3ncnc4c3oc3ccccc34)CC2)cc1
→ ?, i, -1.6%, 6.3%, i, i, 0.9%, ?, -1.6%, i, 16.5%
COc1ccccc1NC1=NC2(CCCC2)N=C(N)N1
→ -19.0%, /, -4.5%, -0.6%, /, /, -9.8%, /, -0.7%, /, -18.7%
CC/C(=C\C(=O)c1cccnc1)Nc1ccc(C)c(C)c1
→ 6.4%, i, -2.3%, -28.3%, i, i, -3.2%, ?, -1.6%, i, -19.6%
CC(C)(C)C1=Nn2c(nnc2-c2ccco2)SC1
→ /, ?, /, /, i, i, 0.5%[25.5 µM], i, /, i, /
Cc1cnc(C(=O)Nc2ccccc2-c2ccc(C)o2)cn1
→ 33.9%, i, -5.3%, 72.5%, ?, i, -1.3%, ?, 0.0%, i, -27.4%
Cn1c(SCC(=O)N2CCOCC2)nnc1-c1cccc(NC(=O)c2ccccc2F)c1
→ /, i, /, /, i, i, 2.1%[25.5 µM], i, /, i, /
CCCc1cc(C(=O)NCc2cccs2)no1
→ 5.6%, /, 1.2%, 4.2%, /, /, -7.3%, /, -0.4%, /, 10.9%
O=C(Nc1ccc2c(c1)OCCO2)C1CCC1
→ 8.4%, i, 4.7%, 5.0%, i, ?, -2.7%, i, -0.2%, i, -10.1%
O=C(CSc1nnc(-c2ccco2)o1)NC1CC2CCC1C2 (stereo not given)
→ 5.4%, i, -2.1%, 1.9%, i, i, 1.0%, i, -2.2%, i, -4.6%
COC(=O)c1ccc(C(=O)OC)c(NC(=O)c2ocnc2C)c1
→ 12.0%, ?, -5.3%, -7.1%, 4e-08M*, i, 1.4%, ?, -1.2%, i, 2.6%
CCc1cccc2c(C#N)cn(CCOc3ccccc3OC)c12
→ ?, i, -1.1%, -25.8%, i, i, 0.0%, i, 1.0%[0.00368 µM], i, 17.6%
CC(C)COC(=O)OCN1C(=O)CN(CCN2CC(=O)N(COC(=O)OCC(C)C)C(=O)C2)CC1=O
→ -2.5%, i, -2.5%, -3.1%, i, i, 1.2%, i, -1.1%, i, -7.6%
